ATXN2 expr inh = ATXN2 expression inhibition; actives 0.72% (n = 360,000); HEK-293 ATXN2-luciferase reporter, luminescence, 24 h; AID 1745845; Potency, µM (doses to about 57 µM), inactives show at the highest dose activity change, negative = inhibition, most hits filed as inhibitors; further: potency means the concentration at half of the fitted maximal effect; on the % scale 0 is the no-effect control and ±100 the full control effect; nearly all actives have a fitted effect of over 55% in size
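ATXN2-luciferase reporter cells (luciferase flanked by upstream and downstream ATXN2 gene portions) were treated 24 h at 37 °C with compounds at up to 57 uM. SteadyGlo luminescence gave expression; GF-AFC fluorescence gave viability.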
SW480 rerep = induces DNA re-replication in SW480 colon adenocarcinoma cells; SW480 DNA re-replication, Hoechst DNA content imaging, 48 h; Potency, µM (doses to about 46.1 µM), for inactives: at the highest dose re-replication activation, most hits filed as activators; actives 1.8% (n = 340,000); AID 624297; further: potency means the concentration at half of the fitted maximal effect; % of control where 0% means no effect; nearly all actives have a fitted effect of over 55% in size
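Compounds, transferred as 23 nL by pin tool, were incubated with cells for 48 hr; DNA content per nucleus was then quantified by Hoechst staining and fluorescence plate imaging.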
KB-V1 cytotox = kills drug-selected multidrug resistant KB-V1 cells | KB-V1 MDR cells viability, CellTiter-Glo, 72 h | Potency, µM (highest dose often 46.1 µM), without a hit: top-dose activity change, negative = cytotoxicity, usual class: cytotoxic | actives 3.4% (n = 400,000) | AID 1347076; further: potency means the concentration at half of the fitted maximal effect; on the % scale 0 is the no-effect control and ±100 the full control effect; nearly all actives have a fitted effect of over 60% in size
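KB-V1, DMEM (no phenol red) + 10% FBS; cpd pin-transferred, titration series; 72 h, 37 degrees C; CellTiter-Glo, luminescence. Data normalized, curve-fit.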
WRN helicase inh = inhibitors of human WRN helicase. WRN helicase unwinding, fluorescent forked duplex, kinetic. Q14191. Potency, µM (top dose mostly 114 µM), without a hit: top-dose activity change, negative = inhibition, hits mostly inhibitors. actives 0.46% (n = 360,000); further: potency means the concentration at half of the fitted maximal effect; on the % scale 0 is the no-effect control and ±100 the full control effect; nearly all actives have a fitted effect of over 55% in size
Target sequence (Q14191 whole entry, looked up): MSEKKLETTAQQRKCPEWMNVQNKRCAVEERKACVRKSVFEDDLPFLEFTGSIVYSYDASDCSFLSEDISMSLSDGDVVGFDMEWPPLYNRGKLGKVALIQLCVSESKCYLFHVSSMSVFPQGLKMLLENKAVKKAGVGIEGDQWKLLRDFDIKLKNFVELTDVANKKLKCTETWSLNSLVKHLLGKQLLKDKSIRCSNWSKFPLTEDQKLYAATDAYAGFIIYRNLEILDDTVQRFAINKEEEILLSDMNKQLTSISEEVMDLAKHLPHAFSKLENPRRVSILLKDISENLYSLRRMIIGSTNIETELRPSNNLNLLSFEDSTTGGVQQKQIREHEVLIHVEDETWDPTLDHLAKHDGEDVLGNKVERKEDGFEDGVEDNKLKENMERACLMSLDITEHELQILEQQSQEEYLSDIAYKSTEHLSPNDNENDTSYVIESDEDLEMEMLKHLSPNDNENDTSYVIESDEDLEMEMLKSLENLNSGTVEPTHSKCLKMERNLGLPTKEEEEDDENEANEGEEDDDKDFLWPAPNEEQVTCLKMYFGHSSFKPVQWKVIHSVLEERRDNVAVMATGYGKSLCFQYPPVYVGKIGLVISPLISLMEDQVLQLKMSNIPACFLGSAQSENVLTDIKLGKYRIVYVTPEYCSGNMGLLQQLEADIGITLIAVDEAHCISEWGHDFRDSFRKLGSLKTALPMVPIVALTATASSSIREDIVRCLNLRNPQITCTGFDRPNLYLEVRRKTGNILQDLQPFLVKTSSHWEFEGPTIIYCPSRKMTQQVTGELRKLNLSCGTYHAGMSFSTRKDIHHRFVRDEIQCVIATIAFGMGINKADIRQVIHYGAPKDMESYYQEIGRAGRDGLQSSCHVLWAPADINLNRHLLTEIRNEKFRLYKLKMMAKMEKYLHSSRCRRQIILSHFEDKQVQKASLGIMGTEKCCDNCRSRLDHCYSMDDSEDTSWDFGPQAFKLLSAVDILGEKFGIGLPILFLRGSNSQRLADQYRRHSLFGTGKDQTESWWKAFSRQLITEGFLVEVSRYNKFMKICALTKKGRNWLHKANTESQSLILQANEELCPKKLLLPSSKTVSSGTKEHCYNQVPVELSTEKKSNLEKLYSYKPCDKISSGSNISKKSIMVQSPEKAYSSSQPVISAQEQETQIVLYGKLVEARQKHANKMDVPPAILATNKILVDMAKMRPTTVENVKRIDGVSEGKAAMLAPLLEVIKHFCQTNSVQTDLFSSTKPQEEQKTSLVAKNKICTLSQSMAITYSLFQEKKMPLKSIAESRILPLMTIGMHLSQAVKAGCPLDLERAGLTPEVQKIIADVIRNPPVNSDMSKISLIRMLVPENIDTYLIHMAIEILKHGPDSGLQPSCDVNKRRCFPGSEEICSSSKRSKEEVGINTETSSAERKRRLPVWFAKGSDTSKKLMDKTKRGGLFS
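WRN at 20 nM final was preincubated with compound for 15 min at room temperature; reaction started with 100 nM forked duplex oligonucleotide carrying fluorophore and quencher plus 2 mM ATP (final). Unwinding followed kinetically by red fluorescence (ex 525/em 598 nm).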
KB-3-1 cytotox = kills parental KB-3-1 adenocarcinoma cells. KB-3-1 viability, CellTiter-Glo ATP luminescence, 72 h. Potency, µM (titrated, usually from 46.1 µM), inactives show top-dose activity change, negative = cytotoxic, actives largely listed as cytotoxic. actives 1.4% (n = 400,000). AID 1347075; further: potency means the concentration at half of the fitted maximal effect; on the % scale 0 is the no-effect control and ±100 the full control effect; nearly all actives have a fitted effect of over 60% in size
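Here the drug-naive KB-3-1 line serves as comparator for MDR sub-line selectivity; cells received compound titrations, 72 h at 37 °C, then CellTiter-Glo readout.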
IL1B secr inh = blocks inflammasome-driven IL-1 beta release; THP-1 LPS/ATP IL-1B secretion, AlphaLISA, 16 h; stronger effect = lower value; activity change, % at 57.5 µM; actives 4.7% (n = 360,000); AID 743279; in the data active means activity change below about -50%; inconclusive means mostly about -30% to -49%; further: on the % scale 0 is the no-effect control and ±100 the full control effect
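Secreted IL-1B measured by AlphaLISA bead assay after 16 h compound exposure of THP-1 cells; compounds (final up to 57.5 uM) added 1 h before LPS (250 ng/mL) and ATP (1.25 mM) stimulation; lower signal means less secretion.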
MCF10A rereplic = induces DNA re-replication in MCF 10a normal breast cells; MCF 10A DNA re-replication, Hoechst nuclear intensity, 48 h; Potency, µM (titrated, usually from 46.1 µM), for the others: at the highest dose activity, positive = re-replication, hits mostly activators; actives 2.9% (n = 350,000); further: potency means the concentration at half of the fitted maximal effect; % of control where 0% means no effect; nearly all actives have a fitted effect of over 50% in size
HT1080NT lethal = kills 2HG-producing HT-1080-NT fibrosarcoma cells; HT-1080-NT fibrosarcoma viability, CellTiter-Glo ATP luminescence, 48 h; Potency, µM (highest dose often 46.1 µM), inactives show at the highest dose activity, negative = less viability, hits mostly cytotoxic; actives 1.6% (n = 360,000); AID 686970;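 further: NT is the 2HG producing partner of a matched IDH1 knockdown line; potency means the concentration at half of the fitted maximal effect; 0% = DMSO-treated cells and -100% = media-only wells without cells; nearly all actives have a fitted effect of over 55% in size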
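HT-1080-NT; 750 cells/well; 5% FBS RPMI; 48 h compound, 37 degrees C; CellTiter-Glo luminescence; curve fitting and curve-class assignment.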
HT1080 IDH1KD tx = HT-1080 IDH1 knockdown cell toxicity (counter line); HT-1080 IDH1 knockdown viability, ATP luminescence, 48 h; Potency, µM (titrated, usually from 46.1 µM), for inactives: at the top dose activity, negative = toxicity, usual class: cytotoxic; actives 2% (n = 360,000); AID 686971;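 further: potency means the concentration at half of the fitted maximal effect; 0% = DMSO wells and -100% = cell-free medium wells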
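After a 2 h attachment period, IDH1KD HT-1080 cells took pin-transferred compound for 48 h at 37 °C; ATP-based luminescence after 10 min room-temperature reagent incubation reported viability.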
* hit, by the source's call; ? = inconclusive; . = no result given; & = joins results of further samples; [ ] = dose if it differs, or a comment. Unless noted, the call rests on the fitted dose curve; in most records, active means well fitted curve in the direction sought with a large enough effect; inconclusive means small, poorly fitted or top-dose-only effect, or another doubt; inactive means no such curve, though single readings can be large; an effect the other way counts as inactive or inconclusive.

SMILES	ATXN2 expr inh	SW480 rerep	KB-V1 cytotox	WRN helicase inh	KB-3-1 cytotox	IL1B secr inh	MCF10A rereplic	HT1080NT lethal	HT1080 IDH1KD tx
CC(=O)N1CCc2ccc(N)cc21	1%	1%	14%	8%	9%	-11	-2%	-1%	20%
Cc1ccc(C2CC(c3ccccc3)=NN2c2ccc(S(N)(=O)=O)cc2)cc1 (stereo not given)	-34%	.	0%	-11%	?	?	.	?	?
CCCCNC(=O)CCC(=O)N1CCN(C(c2ccccc2)c2ccccc2)CC1	-7%	?	2%	-5%	-11%	36	6%	-3%	9%
CCCCOc1ccc(C(=O)NCC(=O)NCCOc2ccccc2)cc1	9%	?	2%	-7%	9%	2	1%	2%	-3%
Cc1c(C(=O)Nc2nc3ccccc3[nH]2)oc2ccccc12	?	?	?	12%	-38%	17	?	-4%	-17%
COc1ccc(-n2c(-c3ccc(Br)cc3)c[n+]3c2CCc2ccccc2-3)cc1	?	6%	-1%	-7%	2.6µM*	-59*	18µM*	?	16µM*
O=c1cc(N2CCc3ccccc32)[nH]c(=O)n1-c1ccc(Cl)cc1	.	0%	-6%	4%	-1%	-7	2%	0%	3%
COc1ccc(C(=O)NC(=S)N2CCCC2)cc1	-3%	-5%	-5%	8%	0%	-14	0%	15%	9%
CC(C)(C)c1ccc(OCCOc2ccc(C(C)(C)C)cc2NC=O)c(NC=O)c1	.	?	?	-4%	1%	?	?	?	15µM*
O=C(O)C1C2C=CC(O2)C1C(=O)NCc1ccc(Cl)cc1 (stereo not given)	5%	-1%	-8%	-7%	-12%	5	0%	18%	16%
Cc1cc(C)c2c3c(oc2n1)C(=O)N(c1cccc(Cl)c1)CC(=O)N3	24%	88%	-12%	3%	11%	7	3%	-9%	-6%
Cc1ncc([N+](=O)[O-])n1S(=O)(=O)c1cc(Cl)ccc1Cl	3%	-3%	10%	-32%	28%	-2	-3%	8%	21%
Cc1ccc(OCCSc2nc3ccccc3n2CCC(=O)O)cc1	-34%&-3%	-33%	-4%&-12%	-5%	-3%&4%	0	0%	-2%	0%
O=C(NCc1ccco1)c1ccc(CS(=O)Cc2ccc(Cl)cc2)o1 (stereo not given)	-10%	12%	-5%	2%	-5%	-18	1%	-4%	-2%
Cc1ccc(CN2CCN(Cc3cnn(-c4ccc(Cl)cc4)c3)CC2CCO)o1 (stereo not given)	-14%	1%	-6%	7%	-22%	-57*	14%	-24%	-3%

3 entries from above, with values under each structure:
Value order: ATXN2 expr inh	SW480 rerep	KB-V1 cytotox	WRN helicase inh	KB-3-1 cytotox	IL1B secr inh	MCF10A rereplic	HT1080NT lethal	HT1080 IDH1KD tx
Cc1ncc([N+](=O)[O-])n1S(=O)(=O)c1cc(Cl)ccc1Cl
  3%	-3%	10%	-32%	28%	-2	-3%	8%	21%
Cc1ccc(OCCSc2nc3ccccc3n2CCC(=O)O)cc1
  -34%&-3%	-33%	-4%&-12%	-5%	-3%&4%	0	0%	-2%	0%
O=C(NCc1ccco1)c1ccc(CS(=O)Cc2ccc(Cl)cc2)o1 (stereo not given)
  -10%	12%	-5%	2%	-5%	-18	1%	-4%	-2%

Remaining list, next part.
SMILES	ATXN2 expr inh	SW480 rerep	KB-V1 cytotox	WRN helicase inh	KB-3-1 cytotox	IL1B secr inh	MCF10A rereplic	HT1080NT lethal	HT1080 IDH1KD tx
CN(Cc1ccccc1)C(=O)c1ccc(NC(=O)Cc2cccc(NC(=O)C3CCN(C(=O)C4CCCC4)CC3)c2)cc1	-1%	-8%	1%	-4%	-4%	27	-5%	-3%	-15%
CC(=O)c1cc(C#N)c(NCc2ccccc2)nc1C	-12%	?	-24%	-6%	-4%	-23	?	0%	-2%
O=c1c([N+](=O)[O-])cccn1Cc1cccc(Br)c1	3%	-6%	29%	0%	-3%	-10	4%	-8%	5%
CC1=C(C(=O)OC(C)C)C(c2ccncc2)n2ncnc2N1 (stereo not given)	5%	-9%	0%	4%	11%	0	-2%	12%	6%
S=c1[nH]nc(C2CCCCC2)n1/N=C/c1ccco1	-6%	0%	-27%	-12%	-3%	36	-1%	7%	12%
Cc1cc(NC(=O)c2cnn3c(C(F)(F)F)cc(-c4ccccc4)nc23)no1	-19%	15%	2%	-5%	-8%	-69*	13%	0%	0%
CC1(C)N=C(c2cccc(F)c2)C(=O)N1	0%	-6%	9%	-12%	-2%	2	14%	3%	5%
O=C(Cn1[nH]c(=O)c2ccccc2c1=O)OCC(=O)N(Cc1ccccc1)Cc1ccccc1	-2%	0%	-2%	-24%	-1%	3	5%	4%	12%
O=C(COC(=O)c1cc(S(=O)(=O)N2CCOCC2)ccc1O)Nc1ccc2c(c1)OCO2	5%	-5%	16%	1%	16%	-10	2%	10%	6%
CNC(=O)N1c2ccccc2CCc2ccccc21	.	-2%	-21%	-13%	-2%	3	-1%	2%	-1%
O=[N+]([O-])c1cccc2ccc(/C=C/c3ccc(C(F)(F)F)cc3)nc12	4%	3%	-5%	-27%[57.1 µM]	0%	3	?	-1%	-5%
Cc1cc(NC(=O)/C=C/c2ccccc2Cl)no1	39%	6%	16%	-13%	-6%	-13	16%	-21%	-25%
COc1ccc(/C=C(\NC(=O)c2ccccc2)C(=O)NCc2ccco2)cc1	-13%	-4%	3%	3%	5%	-14	16%	-21%	1%
Cc1cc(C(=O)N/N=C/c2ccc(OC(=O)c3ccccc3Br)cc2)n[nH]1	-22%	-3%	3%	1%	7%	-9	0%	-17%	-13%
CCCn1c(SCC(=O)c2ccc3c(c2)OCCO3)n[nH]c1=O	33%	-4%	-1%	1%	13%	4	-32%[inhibitor]	13%	15%
CCC1NC(=O)c2cccnc2-n2c1nc1cc(OC)c(OC)cc1c2=O (stereo not given)	12%	.	-2%	-2%	1%	?	.	1%	9%
COc1ccc(OC)c(NCCN2C(=O)c3ccccc3C2=O)c1	.	.	2%	-3%	8%	-3	.	5%	-1%
CC1CCCCN1CC(=O)Nc1sccc1C#N (stereo not given)	0%	-13%	0%	-22%	-5%	11	10%	-3%	-2%
COc1cccc(-c2nc3ccccc3s2)c1O	1%	18%	2%	-4%	4%	27	5%	-27%	-20%
CC(=O)Nc1ccc(S(=O)(=O)N2CCCC2C(=O)O)cc1 (stereo not given)	4%	?	6%	-2%	-3%	15	13%	17%	0%
CC(=O)NC(C)c1cc(F)c2cccnc2c1O (stereo not given)	?	?	-18%	.	-24%	.	-28%	.	.
NC(=O)c1c(NC(=O)c2ccccc2)sc2c1CCCC2	178%[activator]	-25%	0%	2%	1%	-2	18µM*	3%	8%
C#CCOCCOCCOCCNc1nc(N2CCN(C(=O)Cn3cc(CC(C)O)nn3)CC2)nc(N2CCN(C(=O)[C@H](CCCCN)n3cc(CCCC)nn3)CC2)n1 (stereo not given in full)	2%	-5%	?	4%	14%	5	1%	13%	14%
Cc1nn(C(=O)c2cccc([N+](=O)[O-])c2)c(C)c1Cl	2%	0%	-2%	-2%	-4%	21	-3%	13%	7%
COCCn1nc2cc(C(=O)NCC34CC5CC(CC(C5)C3)C4)ccc2c1OC	3%	0%	15%	-16%	11%	15	-5%	11%	0%
CCc1ccc(NC(=O)/C(C#N)=C/c2cn(CC(=O)O)c3ccccc23)cc1	-21%	0%	4%	4%[57.1 µM]	18%	-16	12%	6%	0%
COc1ccccc1N(C)S(=O)(=O)c1ccc(C(=O)NC2CCCCC2)cc1	-9%	-3%	-19%	-16%	0%	-21	15%	-2%	-12%
COc1ccc(NS(=O)(=O)c2ccc3c(c2)OCCO3)cc1OC	-22%	0%	-7%	-5%	11%	-1	16%	-25%	?
Cc1nc(/C(N)=N/OC(=O)c2c(-c3ccccc3Cl)noc2C)cs1	-32%	-85%[inhibitor]	-28%	-3%	0%	-89*	?	?	?
O=C(Nc1cccc(C(=O)N2CCN(c3cccc(Cl)c3)CC2)c1)c1ccccc1	.	?	0%	4%	-3%	?	?	?	-25%
O=C(NCc1ccncc1)C1CCN(S(=O)(=O)c2cc(Cl)ccc2Cl)CC1	8%	-10%	12%	4%	14%	21	-4%	2%	1%
CC1CCCN(S(=O)(=O)CCNC(=O)c2ccc3c(c2)OCO3)C1 (stereo not given)	6%	-29%	15%	-4%	11%	9	4%	5%	3%
Cc1ccccc1-n1nc2c(c1NC(=O)c1ccco1)CS(=O)(=O)C2	2%	-7%	23%	1%	6%	16	-1%	0%	-2%
Cc1cc(C)n2c(SCc3nnc(-c4cccs4)o3)nnc2n1	-10%	2%	-23%	-16%	-2%	?	16%	-4%	-3%
CC1CCCC(C)N1C(=O)COC(=O)c1ccc(S(=O)(=O)N(C)c2ccccc2)cc1 (stereo not given)	3%	-5%	9%	-5%	?	35	7%	8%	8%
COc1cccc(C(=O)Nn2cnnc2)c1OC	.	-8%	16%	6%	1%	9	3%	3%	9%
CC1CCCC(C)N1C(=O)CN1CCN(c2nc(-c3ccc(F)cc3)cs2)CC1 (stereo not given)	-36%	-1%	0%	-3%	-1%	-52*	5%	?	?
COc1ccc(Cc2nnc(Nc3ccccc3OC)[nH]c2=O)cc1	-7%	-33%	10%	-12%	?	9	?	0%	-1%
CCN(Cc1ccccc1)C(c1ccc(Cl)cc1)c1nnnn1C(C)(C)C (stereo not given)	-20%	0%	?	-12%	?	0	?	-3%	0%
COc1ccc(-c2nc(N)ncc2Oc2ccccc2Br)c(O)c1	2%	18%	-1%	-11%	-28%	-9	?	-2%	-12%
CCN1C(=O)c2cccc3c(S(=O)(=O)Nc4ncccc4C)ccc1c23	18%	-6%	-3%	-6%	-15%	15	-1%	?	?
COc1ccccc1NC(=O)CSc1nnc(-c2ccccc2)o1	65%[activator]	-1%	1%	-2%	?	8	0%	1%	3%

Screening results deposited in PubChem by National Center for Advancing Translational Sciences (NCATS).
